C diff HTS = C. difficile growth inhibitors, primary screen, HTS; Clostridium difficile clinical isolate growth, OD600, 24 h; stronger effect = lower value; growth activity, negative = inhibition, % at 16 µg/mL (by protocol); 86,000 tested, 0.25% active; AID 1259249, 2017;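 active = mean growth activity at or below -80% and every replicate also at or below -80%; inconclusive = mean at or below -80% but some replicate above -80%; inactive = mean growth activity above -80%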;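 also: 0% = DMSO wells and -100% = levofloxacin 16 µg/mL wells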
Pf Dd2 growth = P. falciparum Dd2 growth inhibitors, primary screen, SYBR Green fluorescence, single dose replicates | 72 h; stronger effect = lower value | activity change, % at 10 µM | 94,000 tested, 2.3% active | AID 1159554, 2015; in the data active = activity change below about -80%; inconclusive = no clear call, values can overlap the other calls
Tcruzi prolif = T. cruzi intracellular proliferation inhibitors, primary screen, cell-based, beta-gal Tulahuen parasites, NIH3T3 host, luminescence; T. cruzi beta-gal in NIH3T3, GalScreen luminescence, 90 h; inhibition, % at 8.34 µM; 77,000 tested, 5.9% active; AID 624255, 2012;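 active = mean inhibition above about 93%, with at least 55% of replicates each passing it, limit read from the data, passing the limit was not always enough; inconclusive = only one of those two conditions holds; inactive = neither condition holds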
GASC1 inh = inhibitors of GASC-1 (KDM4C) histone demethylase, primary screen, biochemical, single concentration HTS. Lysine-specific demethylase 4C (Homo sapiens), Q9H3R0. GST-KDM4C 2-372, H3K9me3 peptide, LANCE TR-FRET. inhibition, % at 12.5 µM. 96,000 tested, 0.15% active. AID 720574, 2013;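 active = mean replicate inhibition above about 25%, with at least 55% of replicates also reaching it, limit read from the data, passing the limit was not always enough; inconclusive = only one of those two conditions met; inactive = neither condition met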
Target sequence (Q9H3R0 2-372 limits assumed): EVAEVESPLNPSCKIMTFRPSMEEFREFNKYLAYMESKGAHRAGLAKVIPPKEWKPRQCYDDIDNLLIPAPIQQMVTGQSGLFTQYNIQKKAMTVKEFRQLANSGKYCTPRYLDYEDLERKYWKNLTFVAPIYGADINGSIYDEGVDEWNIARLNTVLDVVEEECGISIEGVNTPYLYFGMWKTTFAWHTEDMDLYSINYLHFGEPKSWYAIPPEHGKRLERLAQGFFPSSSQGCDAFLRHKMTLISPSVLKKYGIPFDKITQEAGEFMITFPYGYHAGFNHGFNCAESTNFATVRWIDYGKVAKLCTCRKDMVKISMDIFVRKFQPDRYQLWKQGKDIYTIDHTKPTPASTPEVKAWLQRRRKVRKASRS
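material = GST-tagged GASC-1 (JMJD2C) catalytic fragment, aa 2-372 | amount = enzyme final amount 10 nM | medium = HEPES buffer, pH 7.5, plus ascorbate | also added = H3K9me3 peptide substrate, Fe(II), 2-oxoglutarate | dosing = single dose | times = 30 min demethylation and 1 h detection at room temperature | detection = LANCE TR-FRET | read-out basis = Fall in 671/618 emission ratio as inhibition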
* = called active by the depositor; ? = inconclusive; · = not tested or not shown.

[1] C[C@@H]1CN([C@@H](C)CO)C(=O)c2cccc(NS(C)(=O)=O)c2O[C@@H]1CN(C)S(=O)(=O)c1cn(C)cn1
[2] CN(C)CC(=O)Nc1ccc2c(c1)[C@@H]1C[C@H](CC(=O)N3CCCCC3)O[C@@H](CO)[C@@H]1O2
[3] O=C(CCN1CCCCC1)N[C@H]1CC[C@@H](CCNC(=O)c2cc(Cl)cc(Cl)c2)O[C@H]1CO
[4] COc1ccc(NC(=O)N2CC(=O)N3[C@H](CO)[C@H](c4ccc(Br)cc4)[C@H]3C2)cc1
[5] COc1ccc(-c2cn(CC[C@H]3CC[C@H](NS(=O)(=O)c4ccccc4C)[C@@H](CO)O3)nn2)cc1
[6] C/C=C/c1ccc([C@@H]2[C@@H](CO)N(C(=O)C3CC3)[C@H]2CN(C)C(=O)CC)cc1
screen / no.	1	2	3	4	5	6
C diff HTS	·	-1	·	-1	0	-9
Pf Dd2 growth	5	17	-50	-10	3	-11
Tcruzi prolif	-81	-79	-32	·	-20	54
GASC1 inh	-0.4	-0.4	-0.8	1.0	0.1	-0.1

[7] CO[C@H]1CN(C)C(=O)c2ccc(NC(=O)c3ccccc3)cc2OC[C@@H](C)N(C(=O)C2CC2)C[C@@H]1C
[8] COc1ccc(S(=O)(=O)Nc2ccc3c(c2)CC(=O)N([C@H](C)CO)C[C@H](C)[C@H](CN(C)C(=O)Nc2ccccc2)O3)cc1
[9] COc1ccc(S(=O)(=O)N(C)C[C@@H]2Oc3c(NC(=O)Nc4ccccc4)cccc3C(=O)N([C@H](C)CO)C[C@@H]2C)cc1
[10] O=C(NCC[C@H]1CC[C@H](NC(=O)c2cnccn2)[C@@H](CO)O1)Nc1ccc(F)cc1
[11] C[C@@H]1CN([C@@H](C)CO)S(=O)(=O)c2ccc(C#CCN(C)C)cc2O[C@@H]1CN(C)Cc1cccnc1
[12] C[C@H]1CN([C@@H](C)CO)C(=O)c2cc(C#CC3CC3)cnc2O[C@@H]1CN(C)C(=O)c1ccccc1
screen / no.	7	8	9	10	11	12
C diff HTS	-17	-8	·	2	3	2
Pf Dd2 growth	-23	-7	-8	-2	5	-19
Tcruzi prolif	-35	21	19	24	?	-8
GASC1 inh	-0.4	-1.0	1.1	1.5	6.1	-3.2

[13] C/C=C/c1ccc([C@H]2[C@@H](CO)N(C(=O)COC)[C@@H]2CNC(=O)C2CC2)cc1
[14] CO[C@H](CN(C)C(=O)c1cnccn1)[C@H](C)CN([C@@H](C)CO)S(=O)(=O)c1ccccc1
[15] CN(C)CC#Cc1ccc([C@H]2[C@H]3CN(C(=O)C4CC4)CCCCN3[C@H]2CO)cc1
[16] Cc1ccc(-c2ccc([C@H]3[C@H]4CN(C(=O)Cc5ccccn5)CC(=O)N4[C@H]3CO)cc2)cc1
[17] C[C@H]1CN([C@@H](C)CO)C(=O)Cc2cc(NS(=O)(=O)c3ccc(F)cc3)ccc2O[C@H]1CN(C)S(=O)(=O)c1ccc(F)cc1
[18] COc1ccc(S(=O)(=O)Nc2ccc3c(c2)C(=O)N([C@H](C)CO)C[C@@H](C)[C@H](CN(C)C(=O)NC(C)C)O3)cc1
screen / no.	13	14	15	16	17	18
C diff HTS	-4	·	1	-2	11	-2
Pf Dd2 growth	13	19	23	-12	-19	-1
Tcruzi prolif	·	-20	-5	·	21	-58
GASC1 inh	-0.4	-1.3	·	-1.0	-2.1	-1.9

[19] COC(=O)C[C@H]1CC[C@@H]2[C@@H](COc3ccc(NC(=O)c4cscn4)cc3C(=O)N2C)O1
[20] CNC[C@H]1Oc2ccc(NC(=O)Cc3cn(C)c4ccccc34)cc2C(=O)N([C@H](C)CO)C[C@H]1C
[21] COC(=O)[C@H]1[C@H](CO)[C@H]2Cn3c(ccc(-c4ccccc4F)c3=O)[C@H]2N1CC1CCCC1
[22] C[C@@H]1CN([C@H](C)CO)C(=O)c2cc(NC(=O)Nc3ccc(F)cc3)ccc2O[C@@H](C)CCCCO[C@H]1CN(C)C(=O)Nc1ccccc1
[23] C[C@@H]1CCCCO[C@@H](CN(C)C(=O)c2ccncc2)[C@H](C)CN([C@H](C)CO)C(=O)c2cc(NC(=O)CCC(F)(F)F)ccc2O1
[24] CCCNC(=O)Nc1ccc2c(c1)C(=O)N(C)C[C@@H](OC)[C@H](C)CN(Cc1ccncc1)[C@@H](C)CO2
screen / no.	19	20	21	22	23	24
C diff HTS	-1	-1	9	·	0	0
Pf Dd2 growth	-16	-8	-16	-7	9	20
Tcruzi prolif	33	17	20	48	15	7
GASC1 inh	-1.0	2.3	5.4	-3.1	2.0	0.4

[25] CO[C@@H]1CN(C)C(=O)c2cc(NS(=O)(=O)c3cn(C)cn3)ccc2OC[C@@H](C)N(Cc2cccc(C(F)(F)F)c2)C[C@H]1C
[26] COc1ccc(S(=O)(=O)Nc2ccc3c(c2)C(=O)N([C@@H](C)CO)C[C@H](C)[C@H](CN(C)C(=O)CCC(F)(F)F)OCCCC[C@@H](C)O3)cc1
[27] C[C@@H]1CN([C@@H](C)CO)C(=O)c2cc(NC(=O)Nc3cccc4ccccc34)ccc2O[C@@H](C)CCCCO[C@@H]1CN(C)S(=O)(=O)c1ccccc1
[28] C[C@H]1CN([C@@H](C)CO)C(=O)c2cc(NC(=O)Nc3ccc4c(c3)OCO4)ccc2O[C@@H]1CN(C)S(=O)(=O)c1ccccc1
[29] C[C@H]1CCCCO[C@H](CN(C)Cc2ccccc2)[C@@H](C)CN([C@@H](C)CO)C(=O)c2cc(NS(C)(=O)=O)ccc2O1
[30] C/C=C/c1ccc2c(c1)O[C@H](CN(C)C(=O)c1ccccc1)[C@@H](C)CN([C@H](C)CO)S2(=O)=O
screen / no.	25	26	27	28	29	30
C diff HTS	·	4	0	-2	-5	2
Pf Dd2 growth	-22	-38	-72	-1	8	-23
Tcruzi prolif	·	-91	10	32	37	·
GASC1 inh	1.1	-1.2	2.0	1.5	0.7	-1.9

[31] COc1ccc(CN2C[C@@H](C)[C@H](OC)CN(C)C(=O)c3cc(NC(C)=O)ccc3OC[C@@H]2C)cc1
[32] C[C@@H]1CCCCO[C@@H](CN(C)C(=O)NC2CCCCC2)[C@@H](C)CN([C@@H](C)CO)C(=O)c2cc(NC(=O)NC3CCCCC3)ccc2O1
[33] C[C@@H]1CN([C@H](C)CO)C(=O)Cc2cc(NS(=O)(=O)c3ccc(Cl)cc3)ccc2O[C@@H]1CN(C)Cc1ccccc1
[34] C/C=C/c1ccc2c(c1)O[C@H](CN(C)C(=O)CC)[C@H](C)CN([C@H](C)CO)S2(=O)=O
[35] COCC(=O)N1CC[C@@H]2[C@H](CO)Nc3ccc(-c4cccc(C#N)c4)cc3[C@@H]21
[36] C[C@@H]1CCCCO[C@H](CN(C)S(C)(=O)=O)[C@@H](C)CN([C@@H](C)CO)C(=O)c2cc(NC(=O)Nc3ccc(F)cc3)ccc2O1
screen / no.	31	32	33	34	35	36
C diff HTS	·	-2	2	0	0	3
Pf Dd2 growth	0	-65	-17	66	9	-22
Tcruzi prolif	-26	-21	68	-8	80	12
GASC1 inh	0.9	0.4	4.3	-2.4	-3.5	0.3

A draw from above in order of heavy-atom count, falling:
[1] C[C@@H]1CN([C@@H](C)CO)C(=O)c2cccc(NS(C)(=O)=O)c2O[C@@H]1CN(C)S(=O)(=O)c1cn(C)cn1
[2] CN(C)CC(=O)Nc1ccc2c(c1)[C@@H]1C[C@H](CC(=O)N3CCCCC3)O[C@@H](CO)[C@@H]1O2
[15] CN(C)CC#Cc1ccc([C@H]2[C@H]3CN(C(=O)C4CC4)CCCCN3[C@H]2CO)cc1
[35] COCC(=O)N1CC[C@@H]2[C@H](CO)Nc3ccc(-c4cccc(C#N)c4)cc3[C@@H]21
screen / no.	1	2	15	35
C diff HTS	·	-1	1	0
Pf Dd2 growth	5	17	23	9
Tcruzi prolif	-81	-79	-5	80
GASC1 inh	-0.4	-0.4	·	-3.5

More results follow:
[37] C[C@H](CO)N1C[C@H](C)[C@@H](CN(C)CC2CCCC2)Oc2ncc(Br)cc2C1=O
[38] COCC#Cc1cnc2c(c1)C(=O)N([C@H](C)CO)C[C@@H](C)[C@@H](CN(C)C(=O)Cc1ccccc1)O2
[39] Cc1ccc(S(=O)(=O)Nc2ccc3c(c2)C(=O)N([C@@H](C)CO)C[C@H](C)[C@@H](CN(C)C(=O)NC(C)C)OCCCC[C@@H](C)O3)cc1
[40] C[C@@H]1CN([C@@H](C)CO)C(=O)c2cc(NC(=O)c3ccncc3)ccc2O[C@@H](C)CCCCO[C@H]1CN(C)Cc1ccc(C(=O)O)cc1
[41] COc1ccc2c3c([nH]c2c1)[C@H](CO)N(C(=O)c1ccncc1)CC31CCN(C(=O)CC2CC2)CC1
[42] CO[C@@H]1CN(C)C(=O)c2ccc(NC(=O)c3cnccn3)cc2OC[C@@H](C)N(C(C)=O)C[C@H]1C
screen / no.	37	38	39	40	41	42
C diff HTS	·	-2	-9	-2	1	-1
Pf Dd2 growth	5	10	-60	-22	-8	18
Tcruzi prolif	83	47	·	68	·	57
GASC1 inh	-0.3	1.7	11	-0.1	0.2	0.6

[43] C[C@H](CO)N1C[C@H](C)[C@H](CN(C)S(=O)(=O)c2ccc(F)cc2)Oc2ccc(NS(=O)(=O)c3ccc(Cl)cc3)cc2C1=O
[44] Cc1noc(C)c1S(=O)(=O)Nc1ccc2c(c1)C(=O)N([C@@H](C)CO)C[C@@H](C)[C@H](CN(C)C(=O)C1CCCCC1)OCCCC[C@@H](C)O2
[45] CN1CCN(C(=O)[C@@H]2[C@@H](CO)[C@@H]3Cn4c(ccc(-c5cncnc5)c4=O)[C@@H]3N2CC2CC2)CC1
[46] CNC(=O)C[C@@H]1CC[C@H]2[C@@H](COc3ccc(NC(=O)c4ccccc4OC)cc3C(=O)N2C)O1
[47] C[C@H]1CN([C@@H](C)CO)C(=O)c2cccc(NC(=O)C3CCCCC3)c2O[C@H]1CN(C)C(=O)Nc1ccccc1
[48] C[C@H]1CCCCO[C@@H](CN(C)C(=O)NC2CCCCC2)[C@@H](C)CN([C@@H](C)CO)C(=O)c2cc(N(C)C)ccc2O1
screen / no.	43	44	45	46	47	48
C diff HTS	1	-2	3	2	-5	-7
Pf Dd2 growth	-93*	1	·	-5	-8	-45
Tcruzi prolif	40	93	-5	27	33	76
GASC1 inh	0.5	-1.9	-0.4	-0.1	2.5	2.8

[49] CC(C)C#Cc1ccc2c(c1)O[C@@H](CN(C)Cc1cncnc1)[C@H](C)CN([C@@H](C)CO)S2(=O)=O
[50] O=C(Cc1ccccn1)N1CC(=O)N2[C@H](CO)[C@@H](c3ccc(C#CC4CC4)cc3)[C@@H]2C1
[51] CCC(=O)N1CC2(CCN(Cc3ccncc3)CC2)c2c(n(C)c3cc(OC)ccc23)[C@H]1CO
[52] C[C@H](CO)N1C[C@H](C)[C@@H](CN(C)Cc2ccc(-c3ccccc3)cc2)Oc2ccc(NS(=O)(=O)c3ccc(F)cc3)cc2C1=O
[53] CNC[C@H]1Oc2c(NC(=O)Nc3ccc(F)cc3)cccc2C(=O)N([C@@H](C)CO)C[C@@H]1C
[54] CC(C)CC#Cc1ccc2c(c1)O[C@@H](CN(C)C(=O)c1cccnc1)[C@@H](C)CN([C@H](C)CO)S2(=O)=O
screen / no.	49	50	51	52	53	54
C diff HTS	-2	-6	-4	15	7	2
Pf Dd2 growth	-38	-61	18	-9	-4	-42
Tcruzi prolif	54	·	·	88	·	70
GASC1 inh	·	0.9	1.6	1.4	0.9	2.4

[55] C[C@@H]1CN([C@@H](C)CO)C(=O)c2cc(NC(=O)CCCN(C)C)ccc2O[C@@H](C)CCCCO[C@H]1CN(C)Cc1ccc(C(F)(F)F)cc1
[56] C[C@H]1CN([C@@H](C)CO)C(=O)Cc2cc(NC(=O)Cc3cn(C)c4ccccc34)ccc2O[C@@H]1CN(C)CC1CC1
[57] COc1ccc2c3c(n(C)c2c1)[C@H](CO)N(C(=O)c1cnccn1)CC31CCN(C(C)=O)CC1
[58] Cc1noc(C)c1NC(=O)Nc1ccc2c(c1)CC(=O)N([C@H](C)CO)C[C@@H](C)[C@@H](CN(C)C(=O)Nc1ccc(F)cc1)O2
[59] C[C@@H]1CN([C@@H](C)CO)C(=O)c2cc(NS(=O)(=O)c3ccccc3)ccc2O[C@@H]1CN(C)C(=O)Nc1ccccc1
[60] C[C@H](CO)N1C[C@H](C)[C@@H](CN(C)S(=O)(=O)c2cn(C)cn2)Oc2ccc(NS(=O)(=O)c3ccccc3)cc2C1=O
screen / no.	55	56	57	58	59	60
C diff HTS	2	0	0	1	6	-20
Pf Dd2 growth	-84*	-30	-15	26	4	57
Tcruzi prolif	83	13	·	6	-3	·
GASC1 inh	5.5	5.1	-0.6	-0.2	-1.9	-0.3

Screening results from PubChem BioAssay.
